TDP1 cell CPT – DT40-hTDP1 cell growth loss with CPT | chicken DT40 Tdp1-/-;hTDP1 cells + 20 nM CPT, ATP luminescence, 48 h | Potency, µM (series often up to 46.2 µM), for the others: at the top dose activity change, negative = growth inhibition, hits mostly inhibitors | actives 12% (n = 420,000); also: nearly all actives have a fitted effect of over 55% in size
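Chicken DT40 Tdp1-/- cells stably complemented with human TDP1 were seeded at 400 cells/well in medium containing 20 nM camptothecin, exposed to pin-transferred compounds, and grown at 37 °C for at least 48 hr. Viability was read as ATP luminescence.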
FEN1 inh – inhibitors of human flap endonuclease 1. P39748. Recombinant FEN1 flap cleavage, fluorescence, 15 min. Potency, µM (doses to about 114 µM), inactives show at the top dose activity change, negative = inhibition, actives largely listed as inhibitors. actives 0.35% (n = 390,000); also: nearly all actives have a fitted effect of over 65% in size
Target sequence (P39748 whole entry, looked up): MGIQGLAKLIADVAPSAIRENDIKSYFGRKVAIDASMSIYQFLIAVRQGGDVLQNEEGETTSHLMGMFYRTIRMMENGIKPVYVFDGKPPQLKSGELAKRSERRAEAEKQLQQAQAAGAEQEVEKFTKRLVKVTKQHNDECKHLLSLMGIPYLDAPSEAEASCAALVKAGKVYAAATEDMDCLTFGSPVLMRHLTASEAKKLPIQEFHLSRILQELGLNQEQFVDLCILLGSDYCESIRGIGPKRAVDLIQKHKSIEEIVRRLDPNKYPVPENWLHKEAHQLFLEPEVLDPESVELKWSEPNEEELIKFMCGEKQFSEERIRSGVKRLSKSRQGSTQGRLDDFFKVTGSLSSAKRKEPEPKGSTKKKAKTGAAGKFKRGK
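Recombinant FEN1 (10 nM) was preincubated with pin-transferred compounds for 15 min at room temperature, then flap DNA substrate (50 nM final) was added. Plates were read at 0 and 15 min, and normalized concentration–response data were fitted to a four-parameter Hill equation.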
N370S GC – inhibits or activates N370S mutant glucocerebrosidase | actives 0.092% (n = 330,000) | N370S GC spleen homogenate, 4MU-glucoside fluorescence | P04062 | Potency, µM (series often up to 59.4 µM), for the others: at the top dose activity change, negative = inhibition, usual class: inhibitors;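 also: 0% = full enzyme activity and -100% = no enzyme basal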
Active calls of the source: *; ? = inconclusive; nt = no result given; [ ] = dose if it differs, or a comment. Calls follow the shape of the dose curve; as a rule, active = well fitted curve in the direction sought with a large enough effect; inconclusive = small, poorly fitted or top-dose-only effect, or another doubt; inactive = no such curve, though single readings can be large; an effect the other way counts as inactive or inconclusive. Unless noted, % is scaled to controls: 0 for no effect and ±100 for the full control effect; potency is read from the fitted curve at half-maximal effect. Only part of the results is shown (hit frequency here may not be typical).

SMILES	TDP1 cell CPT	FEN1 inh	N370S GC
CCN(CC)S(=O)(=O)c1cc(C(=O)Nc2nncs2)c(Cl)cc1Cl	-5%	-2%	0%
COCCCNC(=O)CCCCCNS(=O)(=O)c1ccc(Br)cc1	-9%	-6%	1%
CC(C(=O)N1CCOCC1)N1C(=O)C2C3C=CC(C4CC34)C2C1=O (configuration not stated)	0%	2%	-9%
Cc1ccc(CN2C(=O)c3ccccc3Sc3ccc(C(=O)NCCN4CCOCC4)cc32)cc1	?	1%	?
O=C(CNS(=O)(=O)c1c(Cl)cccc1Cl)OCc1csc(-c2ccccc2)n1	6%	-19%	1%
CC(C)(C)OC(=O)N[C@H](C(=O)OC(C)(C)C)c1ccccc1	?	-2%	nt
CC(=O)Nc1ccc(S(=O)(=O)N(C)CC(=O)OCC(=O)Nc2cc(C)on2)cc1	-2%	-14%	nt
Cc1cc(C)c(S(=O)(=O)NCCc2ccncc2)c(C)c1	-2%	5%	-7%
CCCCOc1ccccc1NC(=O)c1scc2c1OCCO2	?	2%	?
Cn1cc(S(=O)(=O)N2CCc3ccccc3C2)c(=O)n(C)c1=O	3%	-13%	1%
C/C(=N\Nc1ccccn1)c1ccc(N2CCOCC2)cc1	?	2%	-4%
COc1ccc(NC(=O)COC(=O)c2cc(C)oc2C)c([N+](=O)[O-])c1	-26%	-5%	nt

Three structures from above, arranged by count of non-hydrogen atoms, lowest first:
SMILES	TDP1 cell CPT	FEN1 inh	N370S GC
Cc1cc(C)c(S(=O)(=O)NCCc2ccncc2)c(C)c1	-2%	5%	-7%
CCCCOc1ccccc1NC(=O)c1scc2c1OCCO2	?	2%	?
CC(=O)Nc1ccc(S(=O)(=O)N(C)CC(=O)OCC(=O)Nc2cc(C)on2)cc1	-2%	-14%	nt

(more compounds)
SMILES	TDP1 cell CPT	FEN1 inh	N370S GC
O=C(Cn1c(=O)n(Cc2ccccc2)c(=O)c2sc3ccccc3c21)NCc1ccccc1Cl	-17%	25%	nt
CCOC(=O)N1CCN(C(=O)c2ccc(NC(=O)CC)cc2)CC1	-18%	-16%	5%
COc1ccc(-c2nc3c(c(SCC(=O)N4CCCCC4)n2)Cc2cc(Cl)ccc2O3)cc1	-4%	0%	nt
CCn1cc2nc(SCc3cccc(OC)c3)n(Cc3ccc(Cl)cc3)c(=O)c2n1	16µM*	-1%	nt
Nc1nc(Cl)nc(N(c2ccccc2)c2ccccc2)n1	-20%	1%	-5%
CCn1c(=O)n(CC)c2cc(N3CCCCC3)c(NC(=O)Nc3cc(C)cc(C)c3)cc21	5.8µM*	-18%	nt
Cc1ccc(NS(=O)(=O)c2cccc3nsnc23)cc1C	0%	-1%	-2%
O=C(Nc1ccccc1C(=O)NCC1CCCO1)c1ccco1 (configuration not stated)	-1%	1%	-1%
Cc1cc[n+](-c2nc3ccccc3nc2[N-]S(=O)(=O)c2cccs2)cc1C	-21%	7%	0%
C=CCOc1ccccc1CN1CCC(n2nccc2NC(=O)C2CCOC2)CC1 (configuration not stated)	-7%	2%	2%
COc1ccc(C(=O)N2CCN(C(=O)Cc3ccccc3)CC2)cc1	-3%	1%	-12%
CC(=O)Nc1ccc(OCCOc2ccccc2C(C)=O)cc1	-28%	11%	-21%

Entries listed so far with an aryl methoxy group, in the order listed:
SMILES	TDP1 cell CPT	FEN1 inh	N370S GC
COc1ccc(NC(=O)COC(=O)c2cc(C)oc2C)c([N+](=O)[O-])c1	-26%	-5%	nt
COc1ccc(-c2nc3c(c(SCC(=O)N4CCCCC4)n2)Cc2cc(Cl)ccc2O3)cc1	-4%	0%	nt
CCn1cc2nc(SCc3cccc(OC)c3)n(Cc3ccc(Cl)cc3)c(=O)c2n1	16µM*	-1%	nt
COc1ccc(C(=O)N2CCN(C(=O)Cc3ccccc3)CC2)cc1	-3%	1%	-12%

(more compounds)
SMILES	TDP1 cell CPT	FEN1 inh	N370S GC
Cc1ccc(NC(=S)c2ccc3ccccc3n2)c(C)c1	?	-4%	-2%
O=C(COC(=O)c1ccc([N+](=O)[O-])o1)NC12CC3CC(CC(C3)C1)C2	-6%	?	nt
CCC(=O)N1CCc2cc(S(=O)(=O)NCCC(=O)Nc3ccc(OC)c(Cl)c3)ccc21	?	6%	nt
CC(=O)c1ccc(N2CCN(C(=O)CCS(=O)(=O)c3ccc4c(c3)CCN4C(C)=O)CC2)cc1	21µM*	15%	2%
O=C(N/N=C/c1ccco1)c1cc(-c2ccc3ccccc3c2)n[nH]1	13µM*	-11%	22%
Cc1ccc(OCCn2c(=S)[nH]c3ccccc32)c(C(C)C)c1	26µM*	?	?
CC1=C(C(=O)OC(C)C)C(c2cccc(F)c2)N2C(=O)C(C)SC2=N1 (configuration not stated)	?	-17%	23%
CC(Sc1nn(-c2ccc(Cl)cc2)c(=S)s1)C(=O)NCC1CCCO1 (configuration not stated)	?	-2%	-2%
CCOC(=O)CN1C(C(=O)c2ccccc2)=C(OC(=O)C(C)(C)C)c2ccccc2S1(=O)=O	21µM*	?	nt
COc1ccc(C(=O)C(C)C(C)=O)c(OCc2ccccc2)c1OC (configuration not stated)	-16%	-5%	nt
Cc1ccc2sc(C)cc(=O)c2c1	8%	-12%	nt
COc1ccc(CC(=O)NCC(c2ccc(N(C)C)cc2)N2CCOCC2)cc1 (configuration not stated)	?	24%	nt
Cc1ccc(S(=O)(=O)N(C)C)cc1NC(=O)c1cc(=O)[nH]c2ccccc12	-21%	15%	-3%
NC(=O)c1ccc(NC(=O)COC(=O)CCC(=O)c2ccc(Cl)cc2)cc1	0%	-6%	-19%
CC(=O)Oc1ccc(C(=O)Cc2ccc3ccccc3n2)c(O)c1C	-13%	-5%	-7%
Cc1ccc(B(O)O)cc1	?	-2%	8%
CCOc1cccc(C=NCCc2ccc(OC)c(OC)c2)c1O	-11%	0%	-1%
COc1ccccc1OCCC(=O)OCC(=O)Nc1ccc(S(=O)(=O)N2CCOCC2)cc1	-17%	-10%	-15%
CN1CCN(S(=O)(=O)c2ccc(NC(=S)NC(=O)C3CCC3)cc2)CC1	-17%	11%	-18%
Cn1c(=O)[nH]c(=O)c2c1nc(N/N=C/c1cccnc1)n2Cc1ccc(Cl)cc1	3%	-3%	-1%
CN(C)S(=O)(=O)c1cccc(COC(=O)c2cccnc2Cl)c1	?	-1%	-11%
COc1ccc(Cl)cc1C(=O)Nc1ccc(NC(=O)C(C)C)cc1	18µM*	-7%	18%
Cc1ccc(-c2noc(-c3ccc(N4CCCCC4C)c([N+](=O)[O-])c3)n2)cc1 (configuration not stated)	-15%	-3%	nt
CCCN1CCN(C(=O)c2noc3c2COc2ccc(C)cc2-3)CC1	21µM*	10%	-11%
COc1ccc(S(=O)(=O)N2CCC(Nc3ccccc3Cl)CC2)cc1	-21%	-1%	11%
CCOc1ccc(NC(=O)CN2CCN(CC(=O)Nc3ccc(F)cc3)CC2)cc1	-2%	3%	-39%
C/C(N)=C(/C#N)C(=O)COC(=O)CCSc1ccccc1Cl	-3%	-12%	-14%
CCCS(=O)(=O)Nc1ccc(N2CCCCC2)c(S(=O)(=O)Nc2ccccc2OC)c1	?	8%	16%
CC1(NC(=O)CCc2nc3sc4c(c3c(=O)[nH]2)CCCC4)CCS(=O)(=O)C1 (configuration not stated)	0%	?	-4%
NNC(=O)c1cccc(S(=O)(=O)Nc2cc(Cl)ccc2Cl)c1	4%	-6%	5%
CC(NC(=O)c1ccc(OC2CCN(Cc3ccccn3)CC2)cc1)c1ccccc1 (configuration not stated)	?	4%	-8%
COCCCNc1nc2ccccc2nc1NS(=O)(=O)c1ccc(Cl)cc1	?	12%	2%
Cc1cc2nc(/C(C#N)=C/c3ccncc3)[nH]c2cc1C	18µM*	-10%	-2%
COc1ccc(Oc2ncc3nc(-c4cc(F)cc(F)c4)c(=O)n(CCC#N)c3n2)cc1	-26%	nt	-15%
S=C1NCCNC(=S)NCCOCCN1	-1%	-16%	1%
CCC1CCCCN1C(=O)N[C@@H](Cc1ccccc1)C(=O)O (some centres not stated)	-7%	-12%	-4%
COc1cccc(CN2C(=NC(=O)CCC3CCCC3)SC3CS(=O)(=O)CC32)c1 (configuration not stated)	?	-5%	-13%
Cc1ccc(S(=O)(=O)N2CCN(C(=O)COC(=O)/C=C/c3ccc([N+](=O)[O-])cc3)CC2)c(C)c1	-20%	21%	nt
c1ccc(CNc2nc(-c3cccnc3)cs2)cc1	4%	-1%	4%
COC(=O)c1ccccc1NC(=O)CSc1nccc(C)n1	8%	13%	1%
CC(=O)c1c(C)[nH]c(C(=O)COc2cc(C)ccc2C(C)C)c1C	8.2µM*	5%	-5%
Cc1cc(-c2nnc(CCC(=O)N3CCN(Cc4cccc(F)c4)CC3)o2)c(C)o1	-16%	-6%	10%
CN1CC[C@@H]2C(=O)N3CCc4ccc(Br)cc4[C@@H]3C[C@@H]21	-3%	21%	nt
CCOC(=O)c1ccc(Oc2cc(C)nc(Cl)n2)cc1	4%	-2%	0%
Cn1nnnc1SCCCNCc1cc(Br)ccc1OCc1ccccc1	23µM*	-20%	nt
O=[N+]([O-])c1cc(-c2cnc3ccccc3n2)ccc1Cl	8%	8%	8%
CCCCn1c(N)c(N(CC)C(=O)c2ccccc2C)c(=O)[nH]c1=O	11%	-5%	-4%
COc1ccc(CC(=O)NNC(=O)c2ccccc2)cc1OC	1%	18%	nt
CCOC(=O)C1=C(CC)Nc2ccccc2N=C1NC(=O)CCN1C(=O)C2CCCCC2C1=O (configuration not stated)	-30%	18%	8%
Cc1ccc([N+](=O)[O-])cc1S(=O)(=O)N1CCCC1	9%	-1%	?
CCc1cccc(NC(=O)[C@@H]2CCCN2C2=NS(=O)(=O)c3ccccc32)c1	1%	17%	nt
Cc1ccc(N2C(=O)C(CC(=O)Nc3cccc(F)c3)N(CCc3ccncc3)C2=O)cc1 (configuration not stated)	-14%	1%	9%
O=c1c2oc3ccccc3c2n(Cc2ccccc2)c(=O)n1Cc1ccc2c(c1)OCO2	?	16%	nt
CCOC(=O)N1N=C(C)CC1(O)c1ccccc1 (configuration not stated)	-25%	-8%	?
CCn1c(=O)n(CC)c2cc(S(=O)(=O)NCCOc3ccccc3)c(C)cc21	-11%	-11%	4%
COc1ccccc1NS(=O)(=O)c1cccc(C(=O)NCC(c2ccc(F)cc2)N2CCOCC2)c1 (configuration not stated)	?	-1%	-4%
CCOC(=O)N1CCN(CCC(=O)Nc2ccc(OC)cc2)CC1	21%	-6%	2%
Cc1ccc(S(=O)(=O)NCCCCC(NC(=O)OC(C)(C)C)C(=O)O)cc1 (configuration not stated) (tested in a mixture with another compound)	-8%	3%	6%
O=C(COc1nnnc2ccccc12)N1CCCc2ccccc21	-12%	-7%	1%
COc1cc(NC(=O)c2cccc(F)c2)cc(OC)c1OC	1%	-3%	1%

Taken from above.
CCC(=O)N1CCc2cc(S(=O)(=O)NCCC(=O)Nc3ccc(OC)c(Cl)c3)ccc21 in FEN1 inh reads 6%
Cc1cc(C)c(S(=O)(=O)NCCc2ccncc2)c(C)c1 in TDP1 cell CPT reads -2%
COc1ccccc1NS(=O)(=O)c1cccc(C(=O)NCC(c2ccc(F)cc2)N2CCOCC2)c1 (configuration not stated) in N370S GC reads -4%

(continued)
SMILES	TDP1 cell CPT	FEN1 inh	N370S GC
CC(CNC(=O)c1ccc2c(c1)OCO2)c1ccc([N+](=O)[O-])cc1 (configuration not stated)	-18%	1%	2%
CCCCN(C(C)=O)c1ccc2c(c1)C1CC2CCN1C(=O)OCc1ccccc1 (configuration not stated)	2.1µM*	-23%	nt
COc1ccc(NC(=O)c2ccc(C)cc2)cc1	4%	6%	6%
O=C(COC(=O)CCC(=O)c1cccs1)Nc1cccc(F)c1	4%	5%	nt
Cc1ccc(S(=O)(=O)Nc2cc3c(cc2N2CCOCC2)n(C)c(=O)c(=O)n3C)cc1	-12%	8%	-3%
O=C(NCCCn1ccnc1)/C(=C\c1ccco1)NC(=O)c1ccco1	-13%	-20%	-4%
C[C@H]1CN([C@@H](C)CO)C(=O)Cc2cc(NS(C)(=O)=O)ccc2O[C@@H]1CN(C)Cc1ccc(Cl)c(Cl)c1	?	-20%	nt
C=CCn1cc(C(=O)c2cc(Br)ccc2O)cc(C#N)c1=O	18µM*	2%	-5%
NC(=O)c1ccc(/C=N/O)nc1	7%	-10%	4%
Cc1ccc(/C=C(\CCC(=O)O)c2nc3ccccc3s2)cc1[N+](=O)[O-]	-16%	-11%	9%
CON	3%	nt	6%
Cc1cc(N2C(=O)CC(Cc3ccc(Cl)cc3)C2=O)no1 (configuration not stated)	-8%	9%	5%
O=C(Nc1ccccc1)N1CCCC(c2nc(-c3ccc(F)cc3)no2)C1 (configuration not stated)	?	1%	0%
COc1ccc(/C=C(\NC(=O)c2ccc(C)cc2)C(=O)NCCCn2ccnc2)cc1	3%	10%	-9%
Cc1cc(N/N=C/c2ccc(Cl)cc2)nc(NCc2ccccc2)n1	21µM*	?	?
O=C(Cn1nnc2ccccc21)c1ccccc1	6%	0%	-1%
Nc1nnc(SCC(=O)Nc2ccccc2C(F)(F)F)s1	-2%	3%	nt
O=C(COc1ccc(Cl)cc1)NNC(=O)CSc1nncs1	-6%	4%	-3%
COc1ccccc1C(=O)N(C)CC(=O)Nc1ccc(N2CCOCC2)cc1	36%[activator]	0%	nt

Compound activity: PubChem, National Center for Advancing Translational Sciences (NCATS)
